UCHL1 inh: blocks human UCHL1 ubiquitin-rhodamine cleavage | 47,000 tested, 0.2% active | P09936 | inhibition, % at 20 µM | purified UCHL1, Ub-rhodamine cleavage fluorescence | AID 1645859
Target sequence (P09936 whole entry, looked up): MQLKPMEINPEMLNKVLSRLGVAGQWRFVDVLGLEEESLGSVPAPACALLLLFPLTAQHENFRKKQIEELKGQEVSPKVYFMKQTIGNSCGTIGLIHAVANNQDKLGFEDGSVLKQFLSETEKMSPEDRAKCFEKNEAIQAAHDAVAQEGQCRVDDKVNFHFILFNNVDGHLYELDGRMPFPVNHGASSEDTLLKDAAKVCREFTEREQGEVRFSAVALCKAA
OTUD3 inh: blocks human OTUD3 ubiquitin-rhodamine cleavage. purified OTUD3, Ub-rhodamine fluorescence, 2 h. inhibition, % at 25 µM. 47,000 tested, 0.7% active
USP28 block: human USP28 deubiquitinase inhibition; Q96RU2; purified USP28, Ub-rhodamine cleavage fluorescence, 30 min; inhibition, % at 25 µM; 47,000 tested, 3% active
USP10 block: blocks human USP10 ubiquitin-rhodamine cleavage | Q14694 | purified USP10, Ub-rhodamine fluorescence, 60 min | inhibition, % at 20 µM | 47,000 tested, 1.1% active | AID 1645856
Target sequence (Q14694 whole entry, looked up): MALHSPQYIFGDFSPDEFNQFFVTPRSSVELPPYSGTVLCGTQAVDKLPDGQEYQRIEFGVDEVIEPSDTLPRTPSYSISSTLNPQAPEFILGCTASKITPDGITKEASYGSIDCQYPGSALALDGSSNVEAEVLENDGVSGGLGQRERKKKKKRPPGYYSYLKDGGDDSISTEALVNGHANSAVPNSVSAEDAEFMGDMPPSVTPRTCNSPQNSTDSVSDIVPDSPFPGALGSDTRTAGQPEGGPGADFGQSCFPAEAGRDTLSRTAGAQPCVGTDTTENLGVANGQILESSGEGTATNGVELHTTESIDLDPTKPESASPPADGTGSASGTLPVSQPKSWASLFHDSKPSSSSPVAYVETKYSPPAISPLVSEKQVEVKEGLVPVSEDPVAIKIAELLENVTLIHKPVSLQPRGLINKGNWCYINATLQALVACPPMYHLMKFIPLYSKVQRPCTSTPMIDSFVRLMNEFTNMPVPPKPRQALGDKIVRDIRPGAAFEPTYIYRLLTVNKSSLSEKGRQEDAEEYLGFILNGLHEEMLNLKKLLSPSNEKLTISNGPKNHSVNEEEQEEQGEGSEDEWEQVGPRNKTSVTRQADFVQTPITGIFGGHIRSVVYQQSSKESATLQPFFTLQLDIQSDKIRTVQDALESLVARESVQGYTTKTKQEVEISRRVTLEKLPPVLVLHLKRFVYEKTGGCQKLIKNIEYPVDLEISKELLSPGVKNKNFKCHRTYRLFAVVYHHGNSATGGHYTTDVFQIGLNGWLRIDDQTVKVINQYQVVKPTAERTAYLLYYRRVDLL
USP8 block: human USP8 deubiquitinase inhibition | P40818 | inhibition, % at 20 µM | purified USP8, Ub-rhodamine cleavage fluorescence, 30 min | 47,000 tested, 4.2% active
USP30 inh: blocks human USP30 ubiquitin-rhodamine cleavage. Q70CQ3. purified USP30, Ub-rhodamine cleavage fluorescence. inhibition, % at 25 µM. 47,000 tested, 5.3% active. AID 1645860
USP7 inh: inhibitors of human USP7 deubiquitinase; purified USP7, Ub-rhodamine cleavage fluorescence; AID 1645854; 47,000 tested, 0.3% active; inhibition, % at 20 µM
USP17 block: inhibitors of human USP17 deubiquitinase; A8MUK1; purified USP17, Ub-rhodamine cleavage fluorescence, 3 h; inhibition, % at 50 µM; 47,000 tested, 6.5% active
An asterisk follows results filed as active; nt = not tested or not shown. Rule as the data show it: active = inhibition above about 30%; inactive = the rest.

SMILES	UCHL1 inh	OTUD3 inh	USP28 block	USP10 block	USP8 block	USP30 inh	USP7 inh	USP17 block
c1nc(-c2ccc3c(c2)OCCO3)cc(N2CCCN(Cc3ncc[nH]3)CC2)n1	-1	-5	0	-1	-12	0	-2	-5
CC(C)(C)OC(=O)NC1CCN(Cc2c(F)cccc2Cl)CC1	-3	-3	-2	-1	6	-6	0	-9
O=C(Cn1c(=O)n(Cc2ccccc2)c(=O)c2ncccc21)NCc1ccccc1Cl	9	-6	-1	51*	50*	-28	33*	86*
COc1ccc(C(=O)CSc2nc(N)c(NC(=O)c3ccco3)c(=O)[nH]2)cc1	0	3	3	-1	-241	-5	6	-29
COc1ccc(CC(=O)Nc2cc(=O)[nH]c3nc(-c4ccco4)nn23)cc1	11	21	11	-7	-9	-104	-43	34*
CC(C)CN1C[C@@H]2OCC(=O)N(Cc3nccn3C)[C@@H]2C1	2	1	nt	0	2	nt	0	-33
COc1ccc(-c2cc(C(=O)Nc3cccc(F)c3)c3ccccc3n2)cc1	-17	-46	-58	-6	-26	-239	-21	-56
CN(C)C(=O)N1CCn2c(nnc2-c2cncc(Br)c2)C1	-1	2	-2	-3	-230	0	2	-26
CCOC(=O)c1ccc(NC(=O)/C(=C/c2ccccc2Cl)c2ccccc2)cc1	2	8	4	28	13	9	9	20
CCCCN(C(=O)c1noc2c1CCCC2)C1CCN(C(C)=O)CC1	0	-3	-8	2	6	3	-13	2
CCc1cccc(C)c1NC(=O)Cn1c(C(=O)OC)cc2sccc21	-5	-10	-7	9	8	-18	2	-12
Cc1ccc(NS(=O)(=O)c2[nH]ncc2C(=O)Nc2cccc(F)c2)cc1	-1	0	0	13	0	-18	-4	1
Cc1cc(C)cc(NC(=O)c2ccc(SCCN3CCOCC3)nc2)c1	4	0	13	-3	11	3	3	3
N#Cc1c(-c2cccnc2)c2c([nH]c1=O)-c1ccccc1CC2	-8	-74	-95	-7	-23	-497	-6	-119
Cc1cccc(CNC(=O)C2CCN(c3cnc(N4CCOCC4)nc3)CC2)c1	-5	-9	-9	-2	-54	-19	-2	-14
CCCc1c(C(=O)NC2CCCCC2)cnn1-c1ccc(Cl)cc1	4	5	7	2	-1	21	-32	36*
CC(C)(C)c1ccc(-c2nc3[nH]c(=O)cc(NC(=O)c4ccco4)n3n2)cc1	0	20	26	15	43*	15	4	nt
O=C(COC(=O)c1cc2ccccc2cc1O)NCCCc1ccccc1	4	10	17	3	3	22	6	12
Cc1nc(Nc2ncccn2)cc(C2CCCN2C(=O)c2cnccn2)n1 (stereo not drawn)	1	5	1	0	11	27	3	2
COc1ccccc1NC(=O)CSc1nc2ccccc2n1S(=O)(=O)c1ccc(Br)cc1	4	0	21	2	12	-1	-6	-14
CCc1nccn1Cc1nc(-c2ccc(C)cc2)no1	0	-3	9	-2	-5	2	0	-11
C[C@@]12C[C@H](c3ccccc3)N(S(=O)(=O)c3ccccc3)[C@@H]1CCC[C@H](O)[C@@H]2O	3	4	12	0	9	23	-1	18
COc1cccc(C2C3=C(CC(c4ccc(Cl)cc4)CC3=O)Nc3ccccc3N2C(=O)c2ccccc2)c1 (stereo not drawn)	0	-14	-1	9	-3	20	10	-7
COc1ccc(CC(=O)Nc2ccc(N3CCC(NCc4cn5cccc(C)c5n4)CC3)cc2)cc1	-5	-33	-31	-2	-3	-181	-4	23
COc1ccc(N(C)S(=O)(=O)c2cccc(C(=O)Nc3ccc(F)cc3F)c2)cc1	4	14	20	2	14	25	5	14
CN1[C@@H](CCC(=O)N2CCC(O)CC2)CNC(=O)[C@@H]2[C@H]1CCN2Cc1cccc(OC(F)(F)F)c1	4	-13	3	-1	35*	-31	-22	-76
C=C1NC(=O)C(C)C(CCC(C)C(=O)/C=C/C(C)=C/CCC(C)CCCCCC)OC(=O)C(CCC(N)=O)NC(=O)C(C)CNC1=O (stereo not drawn)	-6	-3	-7	-9	-46	-59	-8	5
Cn1cc(-c2cnc(-c3cccc(F)c3)nc2)cc1C(=O)NCCN1CCOCC1	5	-11	-11	-4	1	-15	2	-24
Cc1cn2c(=O)c(C(=O)Nc3cccc(C)c3C)cnc2s1	-1	0	-7	-3	-65	-3	2	0
O=C1NC2(CCN(C(=O)Cc3ccccc3)CC2)Nc2c(Cl)cccc21	-4	-3	-10	-5	-32	-33	-10	-11
O=c1c(-c2nc(C3CC3)no2)cccn1Cc1noc(-c2ccccc2Cl)n1	2	5	28	-4	19	22	2	11
O=C(NCc1ccccc1)Nc1cccc2ccccc12	2	3	19	10	95*	-5	-11	84*
CO[C@H]1CN(C(=O)Nc2ccccc2-c2ccccc2)[C@@H]2CC[C@@H](O)[C@H]1C2	-2	-3	0	0	1	-2	-2	-4
Cc1ccccc1CC(=O)NC1(c2nc(-c3cccnc3)no2)CCCCC1	-2	-5	-1	2	0	0	-19	0
COc1cccc(-c2nn(-c3ccc(F)cc3)cc2C(=O)NCc2ccc(S(N)(=O)=O)s2)c1	0	-16	26	24	-6	-4	-1	26
Cc1n[nH]c(C)c1-c1cnc(CC2CCCN(S(=O)(=O)N(C)C)C2)cn1 (stereo not drawn)	-1	0	0	1	6	0	2	-1
O=C(CN(C1CCCCC1)S(=O)(=O)c1ccccc1)Nc1cccc2ccccc12	7	5	-4	7	-20	1	12	-10
O=C(Nc1ccccc1)c1ccc2c(c1)OCCCO2	-3	-6	9	1	-3	3	-3	2
CCc1noc(-c2cccnc2N2CCCN(C(=O)c3ccc(C#N)cc3)CC2)n1	-1	0	-2	3	-26	13	-3	0
Cc1cc(-c2noc(COc3cccc(C)c3C)n2)c2ccccc2n1	5	-16	-14	-6	7	-50	-6	-43
CCCn1c(-c2ccc(OC)cc2)nc2ccccc21	2	-2	nt	0	4	nt	-8	-4
CC1(C)CC(NC(=O)c2nc(-c3ccccn3)no2)CC(C)(C)N1	-2	-1	-16	0	3	-12	0	-9
Cn1nccc1C(=O)N[C@@H]1C[C@@H](Oc2ccccc2)[C@H](O)[C@H]1N1CCC(O)CC1	0	-16	-14	-2	12	-53	3	-26
O=C(CCc1nnc2ccc(N3CCCC3)nn12)NCc1ccc(F)cc1	2	12	5	-3	29	26	1	11
O=C1c2[nH]nc(-c3ccccc3O)c2C(c2ccc(O)cc2)N1Cc1ccncc1 (stereo not drawn)	0	-4	-11	5	20	-2	8	0
COc1ccc2c(c1)c(CC(=O)Nc1ccc3c(c1)OCCO3)c(C)n2C(=O)c1ccc(Cl)cc1	4	1	-1	8	5	0	-2	10
CSCCC(NC(=O)c1sccc1C)c1nnc2ccccn12 (stereo not drawn)	2	12	13	4	15	41*	4	15
Cc1nnc(C2CCN(CC(=O)Nc3ccc(C)c(Cl)c3)CC2)s1	-2	1	10	-5	-73	8	-4	-1
Cn1c(=O)c2c(SCC(=O)N3CCCC3)nc(-c3cccc(Cl)c3)nc2n(C)c1=O	0	0	-1	3	5	19	0	0
Cc1ccc(CNC(=O)Cn2cnc(S(=O)(=O)N3CCCCC3)c2)cc1	-1	-2	-5	-2	-1	-5	1	-7
COc1ccc(NC(=O)CC(c2ccc(F)cc2)N2Cc3ccccc3C2=O)cc1OC (stereo not drawn)	3	2	8	-1	17	10	-51	6
Cc1cccc(C(=O)N2CCc3cc(-c4nc(NC(=O)CN5CCc6ccccc6C5)sc4C)ccc32)c1	1	11	20	3	79*	12	-32	66*
O=C(C1CCC1)N1CCCC2(COCCN(c3cccnc3)C2)C1 (stereo not drawn)	2	9	1	0	0	3	1	11
CC1CCCC(C)N1c1ncnc2c1CN(C1CCNCC1)C(=O)CN2C (stereo not drawn)	-12	-35	-56	-7	-150	-205	-13	-105
COc1ccc(C(=O)Nc2cc(-c3cccnc3)no2)cn1	0	-1	0	3	-2	15	2	0
O=C(c1cccn1Cc1noc(-c2ccccc2)n1)N1CCOCC1	-2	-8	-10	-6	0	-102	-1	-1
Cc1ccccc1CN1C[C@@H]2c3nc(NCC4CC4)ncc3CS(=O)(=O)[C@@H]2C1	0	-29	-38	-8	35*	-68	-20	-22
O=c1cc(C2CCCN(Cc3c(F)cccc3F)C2)nc(-c2ccncc2)[nH]1 (stereo not drawn)	0	5	0	6	13	16	8	12
N#Cc1ccc(NC(=O)COc2ccc3oc4ccccc4c3c2)cc1	2	1	3	2	4	2	5	45*
O=C1N[C@H]2CCCN(C(=O)c3cnco3)[C@H]2CCCCCOc2ccccc21	1	3	0	0	-6	1	1	-1

11 entries from above, arranged by SMILES length, lowest first.
SMILES	UCHL1 inh	OTUD3 inh	USP28 block	USP10 block	USP8 block	USP30 inh	USP7 inh	USP17 block
COc1ccc(C(=O)Nc2cc(-c3cccnc3)no2)cn1	0	-1	0	3	-2	15	2	0
O=C(C1CCC1)N1CCCC2(COCCN(c3cccnc3)C2)C1 (stereo not drawn)	2	9	1	0	0	3	1	11
N#Cc1ccc(NC(=O)COc2ccc3oc4ccccc4c3c2)cc1	2	1	3	2	4	2	5	45*
O=C(CCc1nnc2ccc(N3CCCC3)nn12)NCc1ccc(F)cc1	2	12	5	-3	29	26	1	11
Cc1ccc(CNC(=O)Cn2cnc(S(=O)(=O)N3CCCCC3)c2)cc1	-1	-2	-5	-2	-1	-5	1	-7
O=c1cc(C2CCCN(Cc3c(F)cccc3F)C2)nc(-c2ccncc2)[nH]1 (stereo not drawn)	0	5	0	6	13	16	8	12
COc1ccc(NC(=O)CC(c2ccc(F)cc2)N2Cc3ccccc3C2=O)cc1OC (stereo not drawn)	3	2	8	-1	17	10	-51	6
O=C1c2[nH]nc(-c3ccccc3O)c2C(c2ccc(O)cc2)N1Cc1ccncc1 (stereo not drawn)	0	-4	-11	5	20	-2	8	0
Cn1c(=O)c2c(SCC(=O)N3CCCC3)nc(-c3cccc(Cl)c3)nc2n(C)c1=O	0	0	-1	3	5	19	0	0
COc1ccc2c(c1)c(CC(=O)Nc1ccc3c(c1)OCCO3)c(C)n2C(=O)c1ccc(Cl)cc1	4	1	-1	8	5	0	-2	10
Cc1cccc(C(=O)N2CCc3cc(-c4nc(NC(=O)CN5CCc6ccccc6C5)sc4C)ccc32)c1	1	11	20	3	79*	12	-32	66*

Following part
SMILES	UCHL1 inh	OTUD3 inh	USP28 block	USP10 block	USP8 block	USP30 inh	USP7 inh	USP17 block
CC(=O)NC(Cc1ccccc1)C(=O)NC1CCN(C(=O)c2ccc(C)cc2)CC1 (stereo not drawn)	-2	-2	0	-2	6	-13	0	-6
Cc1cc(C)cc(C(=O)OCc2cc(=O)oc3cc(C)ccc23)c1	-3	-14	-10	-1	2	-15	0	0
O=C(CCc1nnc2n(Cc3ccc(F)cc3)c(=O)c3ccccc3n12)N1CCc2ccccc2C1	3	0	4	-2	10	13	-3	3
Cc1cccc(NC(=O)N2CCC(c3nc4c(nnn4Cc4ccccc4)c(=O)[nH]3)CC2)c1	2	5	12	6	0	22	-6	10
CC(=O)c1c(C)[nH]c(C(=O)N2CCN(Cc3ccc4c(c3)OCO4)CC2)c1C	-1	1	1	-5	-2	-9	-6	-1
Cc1ccc(NS(=O)(=O)c2cc3c4c(c2)CC(=O)N4CCC3)cc1C	5	20	10	-1	19	13	4	4
Cc1ccc(C(=O)N2CCN(c3cc(=O)n(C)c(=O)n3C)CC2)cc1C	1	8	8	0	17	14	3	5
COc1ccc2c(c1)CCc1c-2n[nH]c1C(=O)NCCN1CCN(c2cccc(C)c2C)CC1	3	-11	-5	-9	-31	-24	5	-4
CC1=NS(=O)(=O)N(Cc2ccccc2)C=C1C(=O)Nc1ccccc1C	-97	-87	-117	-8	-74	-319	-87	-101
O=C1NCCCCCN1C(=O)c1ccccc1	0	8	7	0	0	19	4	7
COc1cc2nc(CN3CCN(c4ccccc4F)CC3)[nH]c(=O)c2cc1OC	1	5	1	-5	-2	-4	1	-7
CCOC(=O)N1CCC(N2Cc3cccc(C(=O)NCc4ccccc4OC)c3C2=O)CC1	-2	-12	-12	-1	-45	-32	-2	-30
O=C(c1cccnc1)N1CCC2(CC(=O)N(c3ccc(F)cc3)C2)C1 (stereo not drawn)	-3	-2	-7	4	-57	-6	3	nt
Cc1[nH]c2ccccc2c1C(=O)C(C)Sc1ccc(S(=O)(=O)N2CCOCC2)cn1 (stereo not drawn)	4	10	5	-5	1	6	3	-5
O=C(c1ccncc1)N1C[C@H]2C[C@H]3[C@](C1)(CN(Cc1cccc(Cl)c1)S3(=O)=O)O2	1	-3	-2	-2	-49	-11	-3	-8
CC(C)CC1Nc2ccc(C(=O)N3CCN(c4ccccn4)CC3)cc2NC1=O (stereo not drawn)	5	14	10	4	53*	20	8	21
NS(=O)(=O)c1cccc(NS(=O)(=O)c2ccc(/C=C/C(=O)OCC(=O)c3ccc(Br)cc3)cc2)c1	5	5	59*	41*	6	18	14	15
C=C1OC(=O)[C@]2(C1O)[C@H](O)C(=O)C=C[C@@H]2C (stereo partly drawn)	1	8	1	0	0	22	2	3
